# From PubChem BioAssay
# PrPC TRFRET = cell surface PrPC inhibition, primary TR-FRET screen | 370,000 compounds, 0.43% hits | inhibition, % at 13.8 µM | P04156 | AID 720596 | TR-FRET read-out; in the data active means inhibition above about 24%; further: 0% = median of the test wells and 100% = reference compound wells
# TcdB inh = inhibitors of Clostridioides difficile toxin B glycohydrolase | P18177 | TcdB glycohydrolase enzymatic assay, plate reader | inhibition, % at 9.99 µM | 350,000 compounds, 0.24% hits; in the data active means inhibition above about 10%
# PfHsp40 yeast = restores yeast growth despite PfHsp40 toxicity; S. cerevisiae expressing PfHsp40, growth rescue, ATP luminescence; growth rescue, % at 12.5 µM; 340,000 compounds, 0.68% hits; in the data active means growth rescue above about 28%, passing the limit was not always enough; inconclusive means no clear call, values can overlap the other calls;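 further: yeast W303a lacking pdr1 and pdr3 grown in galactose medium; growth measured after three days at 30 °C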
# Yp Topo-I inh = Y. pestis Topo-I inhibition via cleavage products; Y. pestis Topo-I cleavage product accumulation, plate reader; activity, % at 10 µM; 360,000 compounds, 0.064% hits; in the data active means activity above about 50%, passing the limit was not always enough; inconclusive means no clear call, values can overlap the other calls; further: inactives centre near 2
# Vc quorum ag = quorum light induction in luxS cqsA deficient V. cholerae | V. cholerae BH1578 lux reporter, luminescence, 6 h | activation, % at 18.7 µM | 350,000 compounds, 0.16% hits | AID 588436; in the data active means activation mostly above about 9.7%, no sharp cut-off; inconclusive means no clear call, values can overlap the other calls; inactive means mostly below about 3.7%; further: not every result past the cut was called active; inactives centre near 0; reference of the scale not given here
# Anthrax LF prot = inhibitors of Bacillus anthracis lethal factor protease; inhibition, % at 10 µM; multiplex microsphere protease cleavage assay, LF; P15917; 360,000 compounds, 0.12% hits; AID 588501; further: plate controls were buffer without enzyme for full effect and enzyme alone for no effect
# Target sequence (P15917 whole entry, looked up): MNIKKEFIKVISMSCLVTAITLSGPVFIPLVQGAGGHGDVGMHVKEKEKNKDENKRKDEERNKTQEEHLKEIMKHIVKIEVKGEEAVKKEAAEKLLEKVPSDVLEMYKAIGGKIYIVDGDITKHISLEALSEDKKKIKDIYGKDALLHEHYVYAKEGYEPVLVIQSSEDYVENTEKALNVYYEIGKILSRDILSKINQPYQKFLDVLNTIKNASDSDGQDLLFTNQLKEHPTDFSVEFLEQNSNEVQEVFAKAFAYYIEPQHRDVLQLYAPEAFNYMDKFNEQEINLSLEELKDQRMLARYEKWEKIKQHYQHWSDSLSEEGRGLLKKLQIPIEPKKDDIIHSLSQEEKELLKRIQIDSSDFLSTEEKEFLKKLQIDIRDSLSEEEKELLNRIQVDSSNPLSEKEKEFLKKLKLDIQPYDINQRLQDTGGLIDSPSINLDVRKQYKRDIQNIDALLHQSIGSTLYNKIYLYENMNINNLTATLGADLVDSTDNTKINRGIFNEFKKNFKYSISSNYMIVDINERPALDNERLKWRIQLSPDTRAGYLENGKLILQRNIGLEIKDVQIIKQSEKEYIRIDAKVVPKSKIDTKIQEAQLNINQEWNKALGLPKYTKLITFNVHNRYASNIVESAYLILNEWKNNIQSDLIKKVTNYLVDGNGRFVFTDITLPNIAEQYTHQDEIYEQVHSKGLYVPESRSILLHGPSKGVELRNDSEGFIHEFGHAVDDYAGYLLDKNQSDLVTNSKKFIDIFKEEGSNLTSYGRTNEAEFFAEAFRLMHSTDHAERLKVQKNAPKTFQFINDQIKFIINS
# SARS 3CLpro inh = SARS-CoV 3CLpro protease inhibition; P0C6X7; recombinant SARS-CoV 3CLpro, quenched FRET peptide cleavage; inhibition, % at 6 µM; 290,000 compounds, 0.14% hits; in the data active means inhibition above about 12%
# BoNT-A LC inh2 = blocks Botulinum neurotoxin A light chain protease. multiplex microsphere protease substrate cleavage, flow cytometry. inhibition, % at 10 µM. 360,000 compounds, 0.17% hits; further: plate controls were buffer without enzyme for full effect and enzyme alone for no effect
# SSB-PriA inh = blocks PriA binding to SSB C-terminal tail; AlphaScreen SSBct-PriA binding, biotinylated peptide; inhibition, % at 33 µM; 430,000 compounds, 0.6% hits; in the data active means inhibition mostly above about 37%, no sharp cut-off; inactive means mostly below about 20%;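 further: plate controls were negative control peptide for no effect and reference peptide for full effect; strong numbers were not always called active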
# The depositor's hits bear a star; i = inactive; ? = inconclusive; nt = no result given; & = joins results of further samples. Unless noted, no stated cut-off is given here; in the data, active means inhibition above about 30%; inconclusive means no clear call, values can overlap the other calls; inactive means below that.
SMILES,PrPC TRFRET,TcdB inh,PfHsp40 yeast,Yp Topo-I inh,Vc quorum ag,Anthrax LF prot,SARS 3CLpro inh,BoNT-A LC inh2,SSB-PriA inh
COC(=O)c1nn(-c2ccc(OC)cc2)c(=O)c2c(N)sc(C)c12,-65,0.5,-0.1,1,-0.3,1,0,-0.1,6
O=C(O)C1=C[C@H](c2coc3ccccc3c2=O)C[C@H](OCCCCO)O1,8,-1.6&-0.8&-0.7,1.0,-2,0.4,4,4,-0.4,-1
O=C(NCC(=O)N1CCC(N2CCCCC2)CC1)C1CCCCC1,1,nt,0.0,-1,-1.2,-1,4,0.6,-20
CC1CN(C2CCCCC2)c2nc3c(c(=O)[nH]c(=O)n3C)n2C1 (stereo not given),8,nt,0.8,-5,i,-2,0,0.0,0
Cc1ccc(S(=O)(=O)N(C)c2ccc(NS(C)(=O)=O)cc2)cc1,9,nt,-0.5,20,i,0,1,-1.2,0
O=C(CN1CCc2ccccc21)NC(=O)NC1CCCCC1,13,-0.2,-0.2,5,i,0,3,-2.4,7
OCc1cn(-c2ccccc2)nc1-c1cccnc1,-4,nt,-0.8,5,-0.2,-3,5,-0.7,-4
COc1ccccc1NC(=O)Cn1nnc(C(=O)Nc2ccccc2)c1N,1,nt,2.0,-8,i,0,5,0.0,-6
NS(=O)(=O)c1ccc(CCNC(=O)COC(=O)/C=C/c2cc(Br)ccc2F)cc1,-2,0.7,nt,13,0.3,-2,nt,-0.7,0
O=C(COC(=O)c1nc(Cl)ccc1Cl)c1ccc(Cl)s1,8,-1.0,0.4,0,-0.2,-2,-4,-0.5,-16
COc1ccc(C(=O)OCC(=O)NCc2ccco2)cc1OC,0,nt,-0.2,3,nt,2,-10,0.1,-7
O=C(CC1c2ccccc2Oc2ccccc21)Nc1ccccc1F,-6,nt,0.5,17,-0.7,3,0,0.0,-7
O=C(NC12CC3CC(CC(C3)C1)C2)C1CC(=O)N(c2ccc(Br)cc2)C1 (stereo not given),nt,nt,0.7,11,-0.8,-7,-11,-0.7,-10
O=C1Nc2ccccc2S/C1=C/NCc1ccccc1Cl,-1,0.6,-1.1,7,0.9,-1,0,-1.3,-14
O=S1(=O)N=C(N2CCCC2)c2ccccc21,13,1.0,-1.0,-1,0.4,-3,-4,0.1,3
Cc1ccc(C(=O)/C=C/Nc2cccc([N+](=O)[O-])c2)o1,-1,nt,-0.8,4,-2.7,1,0,4.4,-11
O=C(COC(=O)Cc1ccc(S(=O)(=O)N2CCOCC2)s1)NCc1ccc(Cl)cc1,5,nt,-0.6,-4,i,1,3,3.6,-1
COc1ccc(Nc2nc(C)cc(C)c2C(N)=O)c(OC)c1,-5,0.8,2.4,-10,i,0,4,0.2,10
CC1=Nc2cc([N+](=O)[O-])ccc2NC(C)(C)C1,-23,1.2,-0.2,-6,-0.8,-9,6,1.0,3
COc1cccc(NC(=O)C2(C)CCN2C(=O)Cc2ccc(-c3ccccc3)cc2)c1 (stereo not given),9,0.6,nt,20,i,4,nt,-0.2,nt
CCN(C(=O)CSc1nc2ccc([N+](=O)[O-])cc2s1)c1c(N)n(Cc2ccccc2)c(=O)[nH]c1=O,-17,-0.3,0.1,5,i,3,nt,-0.4,-1
NNc1n[nH]c(=S)n1N,-55,-0.5,0.4,-4,-1.6,-8,1,-3.4,-8
CCN(CC(=O)Nc1ccc(OC)cc1)CC(=O)N1CC(=O)Nc2ccccc21,-8,0.7,-0.8,2,-1.6,-8,nt,-0.5,-1
COc1ccc(NC(=O)CN(C)C(=O)CCc2nc3cc(S(=O)(=O)N4CCOCC4)ccc3n2C)cc1,-4,-2.1,0.5,3,-0.3,-6,nt,-3.2,-3
Cc1cc(=O)[nH]c(SCC(=O)Nc2ccc3c(c2)CCC3)c1C#N,-1,-0.9,-1.5,-2,-0.8,-5,nt,-0.1,4

# Part of the list above with just PfHsp40 yeast, Anthrax LF prot and Vc quorum ag.
mol | PfHsp40 yeast | Anthrax LF prot | Vc quorum ag
O=C1Nc2ccccc2S/C1=C/NCc1ccccc1Cl | -1.1 | -1 | 0.9
COC(=O)c1nn(-c2ccc(OC)cc2)c(=O)c2c(N)sc(C)c12 | -0.1 | 1 | -0.3
NNc1n[nH]c(=S)n1N | 0.4 | -8 | -1.6
COc1ccc(Nc2nc(C)cc(C)c2C(N)=O)c(OC)c1 | 2.4 | 0 | i

# Remaining list, next part
SMILES,PrPC TRFRET,TcdB inh,PfHsp40 yeast,Yp Topo-I inh,Vc quorum ag,Anthrax LF prot,SARS 3CLpro inh,BoNT-A LC inh2,SSB-PriA inh
CC(C)(C)OC(=O)C[C@@H]1C/C=C\C[C@H](CC(=O)NCCO)C(=O)N2CCC[C@@H]2COC1=O,-5,0.8,-0.9,5,i,-10,nt,0.3,nt
CCCCNC(=O)CC1N=C2c3ccccc3N=C(SCC(=O)Nc3ccccc3OC)N2C1=O (stereo not given),-4,nt,-1.0,-2,7.7,3,3,0.3,-20
Nc1ncn(CC(=O)c2ccccc2)n1,6,-1.2,-0.1,2,1.2,-1,-2,-0.9,0
Cc1cc(-c2ccco2)n(CC(=O)O)n1,0,nt,0.1,-11,i,2,-2,-0.5,-5
O=C(O)c1cccc(COc2ccccc2Cl)c1,0,0.7,0.1,0,1.0,-3,nt,4.0,-2
CCn1c(COc2ccc(OC)cc2)nnc1SCC(=O)Nc1cc(OC)ccc1OC,3,nt,4.5,20,-0.3,-8,6,-0.8,2
CCC(C)NC(=O)C1(C)CCC(=O)N1CCc1ccc(OC)c(OC)c1 (stereo not given),-6,nt,0.6,-10,i,-3,-2,-0.3,-12
O=c1oc(-c2ccco2)nc2sc3c(c12)CCCC3,-10,nt,0.8,4,-0.3,4,-4,2.0,-23
CC1(C(=O)NCc2ccccc2Br)CCN1Cc1ccc2ccccc2c1 (stereo not given),8,3.7,nt,23,i,-3,nt,-0.2,nt
COc1ccc2nc(-c3ccccc3)cc(OC)c2c1,-3,1.1,-1.0,-5,-0.2,-2,0,0.0,-49
COc1ccc(C)cc1NC(=O)C(OC(=O)CNC(=O)c1cccc(F)c1)c1ccccc1 (stereo not given),-10,0.6,0.7,5,0.4,-1,5,0.5,-18
C=CCNc1ncnc2ccccc12,-2,nt,0.1,-4,i,-8,4,-0.6,-14
CCN(c1cccc(C)c1)S(=O)(=O)c1ccc(-n2cccn2)cc1,8,0.2,-1.1,3,-6.7,-1,7,0.5,-20
c1ccc(CN2CCN(Cc3cn4cccnc4n3)CC2)cc1,3,0.5,-0.2,-16,-0.3,-6,1,0.9,-9
COc1ccc(N(C2=NCCCS2)S(=O)(=O)c2ccc(C(C)(C)C)cc2)cc1,7,0.8,0.0,0,i,-2,3,0.0,3
COc1cc([N+](=O)[O-])ccc1NC(=O)NCc1ccccn1,-22,0.9,-0.4,1,0.7,-4,3,-0.7,-12
CC(=O)N(C1=NCCCS1)c1ccc(F)cc1,11,nt,1.1,-4,-0.1,-3,1,0.3,-7
O=C(Nc1ccc(N2CCCCC2)cc1)c1ccc2ccccc2n1,-1,-0.2,-1.6,3,-0.6,-53,0,1.6,8
COc1ccccc1/C=C/C=N/n1c(-c2ccc(Cl)cc2Cl)n[nH]c1=S,4,0.1,1.3,-6,-0.9,-7,8,-4.9,nt
CCN(CC(=O)Nc1c(F)cccc1F)C(=O)c1ccc2c(=O)n3c(nc2c1)CCC3,-5,0.5,-1.3,10,-0.4,-1,nt,2.0,-6
CCN(CC1CCCO1)C(=O)CCc1nnc(Cc2ccc3c(c2)OCO3)o1 (stereo not given),-6,1.5,0.5,10,4.5,-4,-5,-0.9,-19
CC(=O)C1=C(C)NC(=O)NC1c1cccs1 (stereo not given),0,0.2,-1.0,1,i,-3,-1,0.5,-8
Cc1cccc(C(=O)OCC(=O)NC23CC4CC(CC(C4)C2)C3)c1O,0,0.7,13,10,-1.1,14,nt,0.2,-5
Cc1cccc(NC(=O)CN2C(=O)N/C(=C/c3cc(C)n(C)c3C)C2=O)c1,-2,1.3,0.4,-4,-0.8,-6,2,-0.5,5
Cc1ccc(N(C(C)C(=O)N2CCOCC2)S(C)(=O)=O)cc1C (stereo not given),-1,-0.9,-1.4,-2,0.1,-4,-2,-0.4,-6
# Later entries.
SMILES,PrPC TRFRET,TcdB inh,PfHsp40 yeast,Yp Topo-I inh,Vc quorum ag,Anthrax LF prot,SARS 3CLpro inh,BoNT-A LC inh2,SSB-PriA inh
Cc1ccc2nc(NC(=O)c3ccco3)sc2c1,3,nt,3.2,2,i,0,-2,-0.2,-2
COc1cc(C=O)ccc1OCC(=O)N1CCOCC1,0,nt,-0.1,-2,-11,1,4,-0.1,6
Cc1ccc(NS(=O)(=O)c2cccc(C(=O)NCC(c3ccco3)N3CCCCC3)c2)cc1 (stereo not given),12,1.5,-0.6,21,i,2,-3,-1.4,0
Cn1nc(OC(=O)Nc2ccc(F)cc2)cc1C(F)(F)F,-1,nt,1.3,-5,i,-2,4,-2.0,-12
COc1ccc(N2CCN(C(=O)CCSCc3ccccc3F)CC2)cc1,3,0.0,-0.5,25,-0.3,-2,3,0.6,22
O=C(NCCNC(=O)c1ccccc1Cl)c1ccco1,-3,-0.3,0.5,4,-0.3,-1,-4,-0.6,-1
Cc1ccc(C(=O)NNC(=O)c2ccc(NC(=O)C(C)(C)C)cc2)cc1,4,0.8,-0.6,1,i,10,-5,0.1,-16
O=C(NC1CCCCCC1)c1cccs1,-4,nt,0.0,4,2.5,-2,-3,-0.1,-14
C/C(=N\NC(=O)c1nc(C)cc(C)n1)c1ccccc1,-2,nt,-1.2,-6,-0.1,-1,3,-0.2,nt
COCCCn1cc(C(=O)c2cc(Br)ccc2O)cc(C#N)c1=O,7,2.3,-1.0,7,i,-9,3,-0.5,-9
COc1ccccc1Cn1c(=S)[nH]c2cc(C(=O)N3CCC(C(N)=O)CC3)ccc2c1=O,3,1.0,-1.1,5,-2.6,-3,3,1.7,-2
COC(=O)C1CN(C(=O)C(C)Oc2ccccc2Cl)c2ccccc2O1 (stereo not given),1,-0.3,4.5,-4,i,-11,9,-1.6,1
CCOC(=O)C(NC(C)=O)C(=O)O (stereo not given),-3,0.7,-0.1,2,nt,0,-4,0.1,-7
Cc1cccc(C(O)c2cnc(C)n2Cc2ccccc2)c1 (stereo not given),2,0.8,nt,6,-0.4,-10,nt,-0.8,nt
Cc1ccc(OC(C)C(=O)Nc2ccc(S(=O)(=O)Nc3cc(C)on3)cc2)cc1 (stereo not given),1,nt,-0.1,0,i,-19,6,?,3
CCOC(=O)C1=C(O)C(=O)N(Cc2cccnc2)C1c1ccc(C)cc1 (stereo not given),2,1.3,-1.3,8,-0.4,5,-4,0.0,1
O=c1c2ccccc2ncn1CCCOc1ccccc1[N+](=O)[O-],-6,nt,-0.9,3,-0.2,-11,-1,5.2,-4
OCCC1CN(Cc2nc(-c3ccccc3)cs2)CCN1C1CCCC1 (stereo not given),0,1.3,0.4,3,i,2,-1,0.0,-4
CCOc1ccc(NS(=O)(=O)c2ccc(NC(=O)c3ccccc3C(=O)O)cc2)cc1,-4,0.7,0.1,-4,-0.3,1,nt,0.4,-9
N#CC1=C(N)SC(N)=C(C#N)C1CCc1ccccc1,11,nt,2.7,-7,-0.6,6,-2,10,-6
CCOC(=O)c1c(N2C(=O)C3C4C=CC(C4)C3C2=O)sc2c1CCC(C)C2 (stereo not given),1,6.3,0.2,-1,-0.6,-2,-1,-0.5,-5&-11
CC(C)(CN1CCCC1)NC(=O)C1CCC(=O)N(CCCN2CCOCC2)C1 (stereo not given),1,0.4,1.4,6,-0.6,1,-2,1.6,-3
O=C(CCCOc1ccc(Cl)cc1Cl)NNC(=O)c1ccc(NC(=O)c2ccccc2)cc1,5,1.3,-0.8,6,-0.3,-1,5,-0.8,0
CC1CCCN(C(c2ccccc2)c2sc3ncnn3c2O)C1 (stereo not given),-1,2.1,-1.0,2,i,1,5,0.2,-1
CCOc1ccc(-c2ncncc2-c2ccccc2OC)c(O)c1,0,-0.1,1.6,-1,i,1,-1,-1.5,-8

# A portion of the library; the hit share may differ from the screen's.
